Screening data from PubChem BioAssay.
PLAP act: activators of human placental alkaline phosphatase; activation fold at 20 µM; purified PLAP enzyme, luminescent substrate read-out; hits give high values; actives 1.2% (n = 96,000); P05187; in the data active means activation fold above about 2
HIV Rev-RRE inh: inhibitors of HIV-1 Rev-RRE RNA interaction. P05866. Rev peptide-RRE RNA binding, FRET. inhibition, % at 8 µM. actives 0.79% (n = 97,000). AID 704;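 active means inhibition above the screen-wide mean plus 3 SD, cut at about 35% in these data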;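 further: 0% = median DMSO wells and 100% = median Neomycin B control wells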
Target sequence (P05866 whole entry, looked up): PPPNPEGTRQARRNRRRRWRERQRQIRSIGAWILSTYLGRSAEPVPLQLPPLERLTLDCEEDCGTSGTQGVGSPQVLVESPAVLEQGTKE
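assay system = Cy5-tagged RRE RNA duplex with fluorescein-tagged Rev peptide | incubation = 5 + 15 min at 25 °C | also added = labelled Rev peptide | measure = % inhibition of FRET ratio versus controls | benchmarks = DMSO wells as 0% and neomycin B wells as 100% inhibition | measured by = FRET fluorescence readout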
S1P2 ag: activates the human S1P2 receptor | S1P2-expressing cell line, agonist reporter read-out | activation, % at 4.5 µM | AID 729 | actives 0.46% (n = 97,000); in the data active means activation above about 16%;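 further: 0% = vehicle low control and 100% = maximal reference agonist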
EphB4 ephrin blk: EphB4-ephrin-B2 interaction antagonism; P54760; EphB4 LBD / TNYL-RAW-Alexa532 peptide, fluorescence polarization; inhibition, % at 7 µM; actives 0.15% (n = 97,000); AID 720;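 active means inhibition above the screen-wide mean inhibition plus 3 SD, cut at about 15% in these data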;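 further: 0% = DMSO wells and 100% = excess unlabeled TNYL-RAW peptide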
Target sequence (P54760 whole entry, looked up, the tested form may be a part): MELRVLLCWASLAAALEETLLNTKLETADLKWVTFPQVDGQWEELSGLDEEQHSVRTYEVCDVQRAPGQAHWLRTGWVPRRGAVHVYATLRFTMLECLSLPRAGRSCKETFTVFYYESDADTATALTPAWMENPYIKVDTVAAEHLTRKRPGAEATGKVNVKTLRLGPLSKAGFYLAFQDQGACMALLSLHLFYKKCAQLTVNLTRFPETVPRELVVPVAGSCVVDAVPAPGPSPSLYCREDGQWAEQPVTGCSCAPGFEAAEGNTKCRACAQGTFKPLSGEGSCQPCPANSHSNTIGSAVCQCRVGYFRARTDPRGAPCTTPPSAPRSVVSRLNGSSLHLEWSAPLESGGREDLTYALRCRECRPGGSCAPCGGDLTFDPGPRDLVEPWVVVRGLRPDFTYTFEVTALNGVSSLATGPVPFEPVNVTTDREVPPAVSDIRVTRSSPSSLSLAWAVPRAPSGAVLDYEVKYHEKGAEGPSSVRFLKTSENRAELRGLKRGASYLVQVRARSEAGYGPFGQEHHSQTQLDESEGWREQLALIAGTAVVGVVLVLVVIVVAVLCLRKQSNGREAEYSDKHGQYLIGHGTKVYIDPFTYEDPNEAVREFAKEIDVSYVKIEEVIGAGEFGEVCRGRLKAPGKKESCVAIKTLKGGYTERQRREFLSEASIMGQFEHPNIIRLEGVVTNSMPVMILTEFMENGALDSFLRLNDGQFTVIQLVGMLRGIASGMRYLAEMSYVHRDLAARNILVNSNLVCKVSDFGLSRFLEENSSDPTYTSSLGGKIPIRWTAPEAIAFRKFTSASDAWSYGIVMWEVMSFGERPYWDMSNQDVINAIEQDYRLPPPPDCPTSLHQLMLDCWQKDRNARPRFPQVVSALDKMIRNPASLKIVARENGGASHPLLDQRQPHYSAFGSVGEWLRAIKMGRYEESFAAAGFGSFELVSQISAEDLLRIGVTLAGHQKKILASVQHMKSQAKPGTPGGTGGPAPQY
FAK blocker: FAK (human) kinase inhibition; Q05397; biochemical FAK kinase activity assay; inhibition, %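 (tested at 7 µM)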; actives 0.84% (n = 97,000); in the data active means inhibition above about 19%;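 further: 0% = DMSO and 100% = reference compound high control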
PLK1 inh: PLK1 (human) kinase inhibition; P53350; recombinant PLK1 kinase, TR-FRET peptide phosphorylation; inhibition, % at 10 µM; actives 0.53% (n = 97,000);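 active means inhibition of 50% or more in the single-concentration screen; inactive means inhibition below 50%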;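 further: 0% = DMSO max control and 100% = H-89 dihydrochloride min control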
MT1-MMP txn act: activates MT1-MMP transcription. HT1080 MT1-MMP promoter luciferase reporter, luminescence, overnight; hits give high values. activation factor at 10 µM. actives 0.16% (n = 86,000);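 active means activation factor of at least 2 for MT1-MMP transcription at 10 µM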
S1P2 antag: antagonists of human S1P2 receptor | O95136 | cell-based S1P2 antagonist assay, inhibition at 5 uM | inhibition, % at 5 µM | actives 0.21% (n = 97,000); in the data active means inhibition above about 45%;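 further: CRE beta-lactamase reporter cells expressing human S1P2 stimulated with S1P; 0% = agonist at EC80 alone and 100% = agonist plus reference antagonist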
PLK1 PBD inh: Plk1 (human) PBD binding inhibition; P53350; Plk1 PBD phosphopeptide binding, fluorescence polarization; inhibition, %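 (tested at about 20 µM)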; actives 0.13% (n = 97,000); in the data active means inhibition above about 34%, passing the limit was not always enough
An asterisk follows results filed as active; · = not tested or not shown.

SMILES	PLAP act	HIV Rev-RRE inh	S1P2 ag	EphB4 ephrin blk	FAK blocker	PLK1 inh	MT1-MMP txn act	S1P2 antag	PLK1 PBD inh
CC(=O)Nc1ccc(S(=O)(=O)NC(C(=O)O)C(C)C)cc1 (stereo unspecified)	·	2	-4	-7	1	-6	1.1	-1	26
CCOC(=O)N1CCN(C(=O)C2CC(=O)N(c3ccc(OC)cc3)C2c2ccc(OC)cc2)CC1 (stereo unspecified)	·	1	-8	-1	-7	3	1	7	4
O=C(NC1CCCC1)c1ccc2nc[nH]c2c1	1.1	12	-3	-3	1	-1	1.1	-14	-29
COc1ccc(C(=O)Cn2c(C(=O)/C=C/c3ccccc3)nc3ccccc32)cc1	1.1	5	-5	6	-4	-5	·	14	-2
CCCCN(CC)Cc1ccc(CNC(=O)Nc2ccc(OCC)cc2)o1	1.1	-5	-7	-3	0	-7	1.1	21	-24
Clc1ccccc1/C=N/c1cc(-c2ccccc2)nn1-c1ccccc1	0.8	7	-4	2	3	-6	·	17	-5
Oc1ccccc1CNn1cnnc1	0.9	8	-7	-1	-7	-6	1.1	7	15
Cc1n[nH]c(C)c1Sc1ccccc1N=Cc1cc([N+](=O)[O-])ccc1O	1.4	14	-1	3	2	25	·	-4	-8
Cc1csc(NC(=O)C2COc3ccccc3O2)n1 (stereo unspecified)	1.2	8	-7	4	2	-3	·	-17	-13
O=C(NC(=S)Nc1ccc(N2CCCCC2)cc1)c1ccco1	0.9	-6	-6	0	0	-11	·	18	-9
COc1ccc(Cl)c(Cn2c(NCC(C)O)nc3c2c(=O)n(C)c(=O)n3C)c1 (stereo unspecified)	1.1	-2	-3	-2	-4	-7	1.3	14	23
COc1ccc2ccccc2c1CNCc1ccccn1	1	2	0	-1	0	-6	·	-54	-22

A stretch of the results above, for reference:
SMILES	PLAP act	HIV Rev-RRE inh	S1P2 ag	EphB4 ephrin blk	FAK blocker	PLK1 inh	MT1-MMP txn act	S1P2 antag	PLK1 PBD inh
CCCCN(CC)Cc1ccc(CNC(=O)Nc2ccc(OCC)cc2)o1	1.1	-5	-7	-3	0	-7	1.1	21	-24
Clc1ccccc1/C=N/c1cc(-c2ccccc2)nn1-c1ccccc1	0.8	7	-4	2	3	-6	·	17	-5
Oc1ccccc1CNn1cnnc1	0.9	8	-7	-1	-7	-6	1.1	7	15
Cc1n[nH]c(C)c1Sc1ccccc1N=Cc1cc([N+](=O)[O-])ccc1O	1.4	14	-1	3	2	25	·	-4	-8
Cc1csc(NC(=O)C2COc3ccccc3O2)n1 (stereo unspecified)	1.2	8	-7	4	2	-3	·	-17	-13

Sorted by value in FAK blocker (largest number first): five from the list above
SMILES	PLAP act	HIV Rev-RRE inh	S1P2 ag	EphB4 ephrin blk	FAK blocker	PLK1 inh	MT1-MMP txn act	S1P2 antag	PLK1 PBD inh
Cc1n[nH]c(C)c1Sc1ccccc1N=Cc1cc([N+](=O)[O-])ccc1O	1.4	14	-1	3	2	25	·	-4	-8
CC(=O)Nc1ccc(S(=O)(=O)NC(C(=O)O)C(C)C)cc1 (stereo unspecified)	·	2	-4	-7	1	-6	1.1	-1	26
O=C(NC(=S)Nc1ccc(N2CCCCC2)cc1)c1ccco1	0.9	-6	-6	0	0	-11	·	18	-9
COc1ccc(Cl)c(Cn2c(NCC(C)O)nc3c2c(=O)n(C)c(=O)n3C)c1 (stereo unspecified)	1.1	-2	-3	-2	-4	-7	1.3	14	23
CCOC(=O)N1CCN(C(=O)C2CC(=O)N(c3ccc(OC)cc3)C2c2ccc(OC)cc2)CC1 (stereo unspecified)	·	1	-8	-1	-7	3	1	7	4

Carrying on.
SMILES	PLAP act	HIV Rev-RRE inh	S1P2 ag	EphB4 ephrin blk	FAK blocker	PLK1 inh	MT1-MMP txn act	S1P2 antag	PLK1 PBD inh
O=C(CSc1nc2[nH]ncc2c(=O)n1-c1ccccc1)N1CCCc2ccccc21	·	8	2	-9	1	26	1.1	-25	-18
CC(=O)c1cccc(NC(=O)C(OC(=O)/C=C/c2ccc3c(c2)OCO3)c2ccccc2)c1 (stereo unspecified)	1.6	16	-4	5	1	-11	·	-3	8
CCOC(=O)c1ccc(NC(=O)CSc2nc(C)nc3c2c(=O)n(C)c(=O)n3C)cc1	1.2	9	0	2	4	-75	1.1	14	16
Cc1c(NC(=O)c2cc(C(C)C)on2)c(=O)n(-c2ccccc2)n1C	0.9	7	-4	8	4	-11	1.1	32	18
CCOC(=O)c1cnn(-c2ccccc2)c1NC(=O)C(F)(F)C(F)(F)C(F)(F)F	1.2	2	4	-5	-1	-14	·	-22	-17
Cc1ccc(S(=O)(=O)CC(=O)c2ccccc2)cc1	1.1	1	-4	3	8	-14	·	5	5
CCOC(=O)c1cccc(Nc2nc(-c3cccnc3)nc3ccccc23)c1	1.2	9	1	-1	17	-19	·	10	5
Cc1c(C(=O)NCc2cccnc2)oc2c1C(=O)CC(C)(C)C2	1.3	1	-5	-2	-5	6	1.1	3	-22
COc1nc(C)ccc1-c1noc(-c2ccncc2)n1	·	3	-1	-7	1	-5	1.5	-5	-20
Cn1c(=O)c(C(=O)CSc2nncs2)c(N)n(Cc2ccccc2)c1=O	1.2	4	-5	4	-2	-19	1.1	4	-4
COc1ccc(-c2cc(C(=O)NC3CCCC3)no2)cc1OC	0.9	-5	-3	-2	-3	-10	1.2	-5	-11
O=C1c2ccccc2S(=O)(=O)N1Cc1nnc(-c2ccccc2Br)o1	·	0	-8	7	10	-7	1	-4	2
CCCNc1nc2c(c(=O)[nH]c(=O)n2C)n1CCCc1ccccc1	1	-1	-3	0	2	-4	1.2	-10	-2
CC(CCc1ccccc1)NC(=O)C1CCN(C(=O)c2sccc2-n2cccc2)CC1 (stereo unspecified)	1.9	3	-3	-8	1	-4	1	4	2
Cc1sc2nc(C3CC3)nc(SCC(=O)NCc3ccco3)c2c1C	1.2	4	-1	7	31*	-11	1	0	15
O=C(Nc1sc2c(c1C(=O)O)CCC2)c1ccccc1	0.8	-7	-2	2	-2	0	1.2	-7	19
COc1cc(C(=O)N2CCCC(c3nc(-c4cccs4)no3)C2)cc(OC)c1OC (stereo unspecified)	1.4	1	-5	-1	0	-9	1.1	-3	-28
CSc1ncccc1C(=O)OCC(=O)N1CCOCC1	1	11	-6	2	4	-11	1.1	4	-5
COC(=O)C1=C(C(=O)OC)SC2(S1)C(C(=O)OC)=C(C(=O)OC)SC1=C2c2cccc(C)c2NC1(C)C	1.8	3	-6	5	2	-15	·	9	1
COC(=O)c1ccccc1OCC(=O)N1CCN(c2ccc(Cl)cc2)CC1	1.2	6	-1	-5	-1	-8	·	10	-29
Cc1cc(C)n(S(=O)(=O)c2ccc(C)c(C)c2C)n1	1.1	9	-2	2	-1	-5	1.1	0	17
Cn1c(=O)[nH]c(=O)c2c1nc(CN1CCN(c3ccc(F)cc3)CC1)n2CCc1ccccc1	·	-1	-6	-6	1	-1	1.2	-13	-18
COC(=O)C(Cc1cnc(Cl)s1)(C(=O)OC)c1ccc(C(F)(F)F)cc1[N+](=O)[O-]	1.4	15	-6	-2	-1	-9	1.1	-12	15
O=S(=O)(NC1CCCCC1)c1ccc(F)c2ccccc12	0.7	21	0	1	2	1	1.1	-32	8
COc1ccc(C)cc1-n1c(N)c(C#N)c(C#N)c1-c1ccc(OC)c(OC)c1OC	1.5	9	-8	-1	-3	-6	1	6	7
CC1(C)CC(=O)C(C=NCC(N)=O)=C(O)C1	1.1	2	-8	-9	-3	1	1.2	5	-9
CCOC(=O)c1c(NC(=O)COC)sc(C(C)=O)c1C	0.7	-1	-1	4	0	-8	1.1	-9	0
CC(=O)c1cccc(NC(=O)Nc2ccc(C(=O)N3CCCC3)cc2)c1	0.8	3	-8	6	3	-16	1.1	-1	-4
O=C(NC1CCCCC1)N(Cc1cc2cc3c(cc2[nH]c1=O)OCCO3)CC1CCCO1 (stereo unspecified)	1.6	6	-1	2	4	-8	0.9	-8	10
O=S(=O)(NCc1ccccc1)c1cccc(S(=O)(=O)N2CCOCC2)c1	0.7	11	-4	1	-1	-4	1.1	36	2
O=c1c2c(nc3nc(COc4ccccc4)[nH]n13)CCC2	1.1	1	0	3	-1	-8	1.2	-14	17
Cc1ccc(O)c(CNc2ccccn2)c1	0.8	1	-6	-3	-1	0	1.6	-5	7
CCC(NC(=O)c1cccc(Cn2cc([N+](=O)[O-])cn2)c1)c1ccc(C(C)C)cc1 (stereo unspecified)	1.4	14	-2	5	5	-10	·	11	5
N#Cc1cc(-c2ccccc2)cnc1Sc1ccc(Cl)cc1	0.8	12	-10	3	1	-22	·	-10	-14
O=C(NCc1ccco1)c1cc(-c2ccncc2)nc2ccccc12	1	2	-4	0	0	-9	1	7	3
COc1cc(CNC2CCCCCC2)cc(OC)c1OC	1	0	-2	3	-2	-14	1.2	5	-24
COc1cc(OC)cc(-c2n[nH]c(=S)n2-c2cc(OC)ccc2OC)c1	1.6	-6	-3	-8	-2	24	1.1	2	11
CC(C)CNC(=O)CSc1nnc(-c2cccc(S(=O)(=O)N3CCCCC3)c2)o1	1.1	8	-8	1	8	-12	1.1	17	24
CSCCC(NC(=O)OC(C)(C)C)C(=O)Oc1ccc2c(=O)c(-c3ccc4c(c3)OCCO4)coc2c1 (stereo unspecified)	1	0	1	-3	3	-7	·	7	-9
COc1ccccc1OCC(=O)OCC(=O)Nc1ncc(Cl)cc1Cl	0.9	3	-4	-5	-3	-11	1	-9	0
O=C(NCCN1CCCCCC1)C1CC(=O)N(CCc2ccccc2)C1 (stereo unspecified)	1.2	5	-4	4	-1	-5	1.1	17	0
CC(C)Cn1c(=O)c(C2=NS(=O)(=O)c3ccccc3N2)c(O)c2ccccc21	·	-1	-3	-6	-3	-114	1	7	26
Cc1cccc2cc3c(N)c(C(=O)Nc4ccc(N5CCOCC5)cc4)sc3nc12	1	7	-3	6	-2	-2	·	-5	2
COC(=O)C1=C(O)/C(=C\c2cc(C)n(-c3ccccc3C)c2C)N=C1C	1.1	20	0	-1	-3	-5	1.4	-33	-5
O=c1c[n+]([O-])c2ccccc2n1OCc1ccccn1	0.9	9	-2	-3	1	-3	1	-24	18
CCN(CC)S(=O)(=O)c1ccc2c(c1)c(C(=O)O)cn2C	1.1	10	-2	-2	4	0	1.2	16	-9
COc1ccccc1-c1nnn(CC#N)n1	0.9	7	-6	3	5	-20	1	20	-2
O=S(=O)(c1ccc(-c2csc(=Nc3ccccc3)n2CCCN2CCOCC2)cc1)N1CCOCC1	1	-2	-6	-1	-3	-10	1.1	7	-28

Limited to FAK blocker, PLK1 PBD inh and S1P2 ag, for some of the entries so far:
structure | FAK blocker | PLK1 PBD inh | S1P2 ag
CC(C)CNC(=O)CSc1nnc(-c2cccc(S(=O)(=O)N3CCCCC3)c2)o1 | 8 | 24 | -8
CSCCC(NC(=O)OC(C)(C)C)C(=O)Oc1ccc2c(=O)c(-c3ccc4c(c3)OCCO4)coc2c1 (stereo unspecified) | 3 | -9 | 1
COc1ccccc1OCC(=O)OCC(=O)Nc1ncc(Cl)cc1Cl | -3 | 0 | -4
O=C(NCCN1CCCCCC1)C1CC(=O)N(CCc2ccccc2)C1 (stereo unspecified) | -1 | 0 | -4

The list continues.
SMILES	PLAP act	HIV Rev-RRE inh	S1P2 ag	EphB4 ephrin blk	FAK blocker	PLK1 inh	MT1-MMP txn act	S1P2 antag	PLK1 PBD inh
Cc1cc2nn(-c3cccc4ccccc34)nc2cc1NC(=O)c1cccs1	0.9	0	-2	6	0	-7	1	-3	-8
Cc1ccc(C)c(NC(=S)c2ccccn2)c1	1.2	5	-4	-3	-5	-16	1.4	-6	8
O=C(c1cnn2c(C(F)F)cc(-c3ccccc3)nc12)N1CCOCC1	·	0	1	5	-1	-17	1	-9	-6
O=S(=O)(NCc1ccccc1)c1cccs1	0.9	10	-1	-10	1	-9	·	15	-36
